HRas wt GTP bind = modulators of GTP binding to HRas wildtype, primary screen, biochemical, bead-based flow cytometry, multiplex; 190,000 tested, 0.14% active; GTPase HRas (Homo sapiens), P01112; GTP binding activity, % at 10 µM; GST-Ras wt beads, Bodipy-FL-GTP binding; actives lie on both sides;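 active = GTP binding activity at least 20% away from the 100% baseline, either lowered as inhibitor or raised as activator; inconclusive = flagged as likely green fluorescent, judged across all proteins in the well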;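 also: 0% = unlabeled GTP competition control and 100% = no-compound control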
Target sequence (P01112 whole entry, looked up): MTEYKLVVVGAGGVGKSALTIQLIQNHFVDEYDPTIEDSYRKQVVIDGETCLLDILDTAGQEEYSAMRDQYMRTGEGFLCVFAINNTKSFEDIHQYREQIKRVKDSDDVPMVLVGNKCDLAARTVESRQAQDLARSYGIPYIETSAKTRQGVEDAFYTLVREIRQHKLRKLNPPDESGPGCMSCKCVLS
Rab7 wt GTP bind = modulators of GTP binding to Rab7, primary screen, biochemical, wildtype, multiplex bead flow cytometry. Rab7 GTPase wild type (dog), Bodipy-FL-GTP binding. GST-Rab7 beads, fluorescent GTP binding; actives lie on both sides; untreated = 100%, excess cold GTP = 0%. GTP binding activity (percent of control), % at 10 µM. 190,000 tested, 0.055% active. AID 758, 2007;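 active = fluorescent GTP binding to Rab7 beads changed by at least 20 points from the 100% baseline, either direction, mostly lower; inconclusive = compound itself probably fluorescent, or too few beads counted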;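 also: median green fluorescence of bound Bodipy-FL-GTP per Rab7 bead population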
Pf gametocyte = late stage P. falciparum gametocyte viability inhibitors, primary screen, ATP luminescence, HTS; AID 743093, 2013; P. falciparum stage V gametocytes, 24 h; 150,000 tested, 0.065% active; inhibition, % at 10.9 µM;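 active = inhibition above the mean plus 3 SD of compounds within the control limits, set per campaign, cut at about 38% in these data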;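 also: 0% = DMSO wells and 100% = medium only without gametocytes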
Rab2A wt mod = modulators of GTP binding to Rab2A wildtype, primary screen, biochemical, dog, bead-based flow cytometry, multiplex. GST-Rab2 wt beads, Bodipy-GTP binding. GTP binding activity, % at 10 µM. Ras-related protein Rab-2A (Canis lupus familiaris), P61105. 190,000 tested, 0.19% active;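 active = GTP binding activity at least 20 points away from 100%, either lowered or raised; inconclusive = signal likely due to the compound's own green fluorescence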;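 also: 0% = beads with excess unlabeled GTP and 100% = no-compound control corrected for plate trend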
Cdc42 wt GTP = modulators of GTP binding to wildtype Cdc42, primary screen, biochemical, multiplex bead flow cytometry, Bodipy-GTP; Cell division control protein 42 homolog (Homo sapiens), P60953; GST-Cdc42 beads; actives lie on both sides; percent activity (GTP binding), % at 10 µM; 190,000 tested, 0.2% active;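 active = percent activity GTP binding at least 20 points away from the 100% baseline, either down as inhibitor or up as activator; inconclusive = compound flagged as likely green fluorescent from well-wide comparison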;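 also: median bead fluorescence of bound Bodipy-FL-GTP at 100 nM; 0% = excess unlabeled GTP control and 100% = no compound control; below 100% means less GTP binding so inhibitor and above means activator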
Target sequence (P60953 whole entry, looked up): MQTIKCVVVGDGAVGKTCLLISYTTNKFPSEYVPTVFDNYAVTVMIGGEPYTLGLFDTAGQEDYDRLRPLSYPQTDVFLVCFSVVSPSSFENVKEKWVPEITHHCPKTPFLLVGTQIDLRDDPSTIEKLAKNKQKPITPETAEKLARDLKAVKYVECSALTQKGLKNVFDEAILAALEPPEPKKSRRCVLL
Mcl1-Bid inh = Mcl-1/Bid binding inhibitors, primary screen, biochemical, TR-FRET, 1536-well. Induced myeloid leukemia cell differentiation protein Mcl-1 (Homo sapiens), Q07820. TR-FRET Mcl-1/Bid-Dy647 peptide binding. inhibition, % at 21.7 µM. 220,000 tested, 0.97% active. AID 1021, 2008;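 active = compounds that cut the binding signal by more than half at the single screening dose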;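 also: His-tagged Mcl-1 with europium anti-His antibody binding Bid BH3 peptide; 0% = Mcl-1 plus peptide wells and 100% = peptide-only wells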
Target sequence (Q07820 whole entry, looked up): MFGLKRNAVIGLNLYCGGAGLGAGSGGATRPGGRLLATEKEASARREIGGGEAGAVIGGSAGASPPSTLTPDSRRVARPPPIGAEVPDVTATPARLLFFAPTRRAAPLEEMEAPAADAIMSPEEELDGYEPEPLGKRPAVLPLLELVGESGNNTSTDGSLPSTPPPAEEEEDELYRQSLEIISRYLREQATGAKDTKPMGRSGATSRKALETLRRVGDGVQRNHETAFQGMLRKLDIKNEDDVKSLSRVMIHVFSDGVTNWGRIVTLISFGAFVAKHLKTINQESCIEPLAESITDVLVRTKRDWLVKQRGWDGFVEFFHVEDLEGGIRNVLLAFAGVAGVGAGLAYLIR
Mcl1-Noxa inh = Mcl-1/Noxa binding inhibitors, primary screen, biochemical, TR-FRET, 1536-well | TR-FRET Mcl-1/Noxa peptide binding, 2 h | inhibition, % at 21.7 µM | Induced myeloid leukemia cell differentiation protein Mcl-1 (Homo sapiens), Q07820 | 220,000 tested, 1.5% active;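 active = compounds that cut the protein-peptide binding signal by more than 50% relative to plate controls in a single-dose test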;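 also: His-tagged Mcl-1 with rhodamine Noxa BH3 peptide and terbium anti-His antibody; 0% = Mcl-1 plus Noxa peptide wells and 100% = peptide-only wells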
Rac1 mut GTP = GTP binding modulators of activated mutant Rac1, primary screen, biochemical, bead-based flow cytometry, multiplex, fluorescent GTP; percent activity (GTP binding), % at 10 µM; Ras-related C3 botulinum toxin substrate 1 (Homo sapiens), P63000; 190,000 tested, 0.11% active; GST-Rac1 activated beads; actives lie on both sides; 100% means binding = to untreated wells;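 active = GTP binding at least 20 percentage points away from the 100% baseline, in either direction, so actives lie on both sides; inconclusive = Compound likely fluorescent itself, or too few beads counted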
Mcl-1 Bim block = inhibitors of Bim peptide binding to Mcl-1, primary screen, biochemical, bead-based flow cytometry, multiplex; Induced myeloid leukemia cell differentiation protein Mcl-1 (Homo sapiens), Q07820; Bim peptide-Mcl-1 binding; inhibition, % at 10 µM; 190,000 tested, 0.1% active; AID 1009, 2008; in the data active = inhibition above about 40%;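 also: 0% = no compound tracer wells and 100% = peptide blocker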
RGS8-Gao reg = RGS8-Galphao binding modulators, primary screen, biochemical, multiplexed bead flow cytometry; actives lie on both sides; 220,000 tested, 0.34% active; AID 1423, 2008; response (percent of control binding), % at 10 µM; Guanine nucleotide-binding protein G(o) subunit alpha (Homo sapiens), P09471; in the data active = response below about 60% or above about 140%; inactive = in between;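 also: Galphao activated as the GDP aluminium fluoride complex binding bead-coupled RGS8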
Target sequence (P09471 whole entry, looked up): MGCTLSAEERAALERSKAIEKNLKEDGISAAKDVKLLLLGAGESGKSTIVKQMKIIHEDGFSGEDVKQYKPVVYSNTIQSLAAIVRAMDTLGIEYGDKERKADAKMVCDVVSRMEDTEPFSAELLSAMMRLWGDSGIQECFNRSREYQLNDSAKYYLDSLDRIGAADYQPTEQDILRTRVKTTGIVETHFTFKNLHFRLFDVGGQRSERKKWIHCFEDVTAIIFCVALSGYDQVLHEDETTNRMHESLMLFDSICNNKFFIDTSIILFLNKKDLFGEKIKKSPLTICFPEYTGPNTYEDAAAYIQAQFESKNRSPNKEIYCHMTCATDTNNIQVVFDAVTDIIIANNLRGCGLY
Rac1 wt GTP bind = wildtype Rac1 GTP binding modulators, primary screen, biochemical, GST-Rac1 beads, flow cytometry, multiplex | GTP binding activity (% of control), % at 10 µM | fluorescent GTP binding; actives lie on both sides; 0 = cold GTP competed, 100 = untreated | AID 757, 2007 | Ras-related C3 botulinum toxin substrate 1 (Homo sapiens), P63000 | 190,000 tested, 0.27% active;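 active = GTP binding activity at least 20 points away from the 100% control level, either lower or higher; inconclusive = compound flagged as likely green fluorescent, judged across all proteins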
* hit, by the source's call; ? = inconclusive; / = no result given.

SMILES	HRas wt GTP bind	Rab7 wt GTP bind	Pf gametocyte	Rab2A wt mod	Cdc42 wt GTP	Mcl1-Bid inh	Mcl1-Noxa inh	Rac1 mut GTP	Mcl-1 Bim block	RGS8-Gao reg	Rac1 wt GTP bind
O=C(Nc1ccccc1)Nc1ncc([N+](=O)[O-])s1	91	92	/	89	91	12	29	94	1	93	92
CCOc1cc(/C=N/NC(=O)COc2nc(C)cc(COC)c2C#N)ccc1O	92	94	-13	91	96	-23	9	93	0	101	86
COc1ccccc1C(=O)O/N=C(\N)c1ccc(Cl)cc1	94	94	/	96	96	5	-5	96	-3	118	96
COc1ccc(C(=O)C2CCCN(C(=O)c3ccccc3C(C)=O)C2)cc1F (stereo unspecified)	100	100	5	98	98	-24	12	99	0	99	103
CCCCOC1(c2ccccc2)OC(=O)c2ccccc21 (stereo unspecified)	101	101	5	99	102	-2	13	99	-1	99	103
CCn1c(/C=C/c2cccc([N+](=O)[O-])c2)nc2ccccc2c1=O	96	95	/	96	96	-19	16	96	-2	108	94
Cc1ccc(Cl)cc1N1CCN(CC(=O)Nc2ccc3[nH]c(=O)[nH]c3c2)CC1	95	97	/	93	94	-4	-4	95	1	101	96
Cc1c(C(=O)NCc2cccs2)oc2ccc(Br)cc12	103	105	4	101	105	-19	-14	101	2	102	110
Cc1nc2nc(Cc3ccccc3)[nH]n2c(=O)c1Cl	97	98	24	99	102	-9	17	99	0	98	103
CC(C)c1nc(SCC(=O)N2CCN(c3ccccc3)CC2)c2c(=O)n(C)c(=O)n(C)c2n1	98	99	/	98	98	-8	1	97	0	101	100
c1coc(CNCC2OCCc3ccccc32)c1 (stereo unspecified)	95	96	/	94	99	1	3	96	-1	103	96
COc1ccc(NC(C)=O)cc1NC(C)C(=O)Nc1ccc(F)c(F)c1F (stereo unspecified)	101	100	/	99	104	-88	20	97	1	98	105
CCCSc1nc2c(cnn2-c2ccc(Cl)cc2)c(=O)[nH]1	94	92	/	92	93	-3	2	94	0	102	91
CCC(=O)N(Cc1cc(=O)[nH]c2ccccc12)c1cccc(C)c1	94	95	/	89	98	15	17	91	-3	95	104
N#CC1=C(N)Oc2n[nH]c(-c3ccccc3)c2C1c1ccsc1 (stereo unspecified)	97	97	/	93	95	-28	24	94	0	101	100
Cc1cc(C)nc(NC(=O)c2cc3ccccc3o2)n1	105	105	-5	102	106	-35	4	100	-5	100	106
Nc1ccc(C(CC(=O)O)n2cccc2)cc1 (stereo unspecified)	88	90	-2	82	83	-48	7	84	4	72	89
Cc1ccc([N+](=O)[O-])cc1N/C=C1\CCCCC1=O	97	93	/	94	105	-49	-5	96	4	97	97
COc1cc(NC(=O)CSc2nc3[nH]ncc3c(=O)n2-c2ccccc2C)cc(OC)c1OC	102	102	12	101	100	-10	12	99	-5	110	107
CCn1c(=N)n(CC(=O)C23CC4CC(CC(C4)C2)C3)c2ccccc21	103	102	/	105	109	-37	8	104	-5	106	113

Structures shown so far that have a nitro group on carbon, in the order listed:
SMILES	HRas wt GTP bind	Rab7 wt GTP bind	Pf gametocyte	Rab2A wt mod	Cdc42 wt GTP	Mcl1-Bid inh	Mcl1-Noxa inh	Rac1 mut GTP	Mcl-1 Bim block	RGS8-Gao reg	Rac1 wt GTP bind
O=C(Nc1ccccc1)Nc1ncc([N+](=O)[O-])s1	91	92	/	89	91	12	29	94	1	93	92
CCn1c(/C=C/c2cccc([N+](=O)[O-])c2)nc2ccccc2c1=O	96	95	/	96	96	-19	16	96	-2	108	94
Cc1ccc([N+](=O)[O-])cc1N/C=C1\CCCCC1=O	97	93	/	94	105	-49	-5	96	4	97	97

An excerpt from above in order of the Rab2A wt mod value, rising.
molecule,HRas wt GTP bind,Rab7 wt GTP bind,Rab2A wt mod,Cdc42 wt GTP,Mcl1-Bid inh,Mcl1-Noxa inh,Mcl-1 Bim block,RGS8-Gao reg
CCC(=O)N(Cc1cc(=O)[nH]c2ccccc12)c1cccc(C)c1,94,95,89,98,15,17,-3,95
Cc1ccc(Cl)cc1N1CCN(CC(=O)Nc2ccc3[nH]c(=O)[nH]c3c2)CC1,95,97,93,94,-4,-4,1,101
COc1ccc(NC(C)=O)cc1NC(C)C(=O)Nc1ccc(F)c(F)c1F (stereo unspecified),101,100,99,104,-88,20,1,98

Following part
SMILES	HRas wt GTP bind	Rab7 wt GTP bind	Pf gametocyte	Rab2A wt mod	Cdc42 wt GTP	Mcl1-Bid inh	Mcl1-Noxa inh	Rac1 mut GTP	Mcl-1 Bim block	RGS8-Gao reg	Rac1 wt GTP bind
CCCOc1ccc(/C(O)=C2/C(=O)C(=O)N(CCCN3CCOCC3)C2c2ccncc2)cc1 (stereo unspecified)	96	97	/	96	96	-18	7	93	-3	102	96
COC(=O)c1[nH]c2cccc(OC)c2c1NC(=O)CN1CCN(c2cccc(OC)c2)C(C)C1 (stereo unspecified)	102	98	/	99	101	-20	-2	100	1	99	103
NC(=O)c1cnn2c1NC(c1ccc(F)cc1)CC2C(F)(F)F (stereo unspecified)	105	107	23	105	106	-1	6	98	-7	101	106
C#CCNC(=O)C1=C[C@@H](c2coc3ccccc3c2=O)C[C@@H](OCCCCO)O1	94	93	3	95	94	-2	-11	94	-8	100	98
CCn1cc(C(=O)OCC(=O)c2cc(C)n(-c3cccc(C(F)(F)F)c3)c2C)c(=O)c2ccc(C)nc21	80	83	-12	72*	79*	-25	-4	74*	-3	100	70*
CCOC(=O)C1CCCN(C(=O)c2ccc(OC)c([N+](=O)[O-])c2)C1 (stereo unspecified)	101	97	-6	98	103	-12	-9	99	0	102	103
COc1ccc(/C=C/C(=O)OCn2c(SC)nnc(C)c2=O)cc1OC	97	98	9	98	95	-32	17	94	0	97	99
CCN(CC)Cc1nc2sc(C)c(C)c2c(=O)[nH]1	95	92	/	94	94	-15	13	98	-5	103	100
Cc1ccc2oc(=O)c3cnn(CC(=O)N(CCC(C)C)Cc4ccco4)c3c2c1	98	97	/	100	100	-17	-12	100	0	101	102
CC(=O)Nc1c(N)c2ccccc2oc1=O	99	103	2	100	96	-11	-10	98	2	98	99
CCCc1nnc(SCC(=O)N2CCCCC2C)n1CCOC (stereo unspecified)	91	92	-22	94	99	-11	15	94	0	95	94
O=C(Cc1csc(N2CCOCC2)n1)N/N=C/c1cccc(O)c1	?	?	/	?	?	-20	3	?	2	98	?
CC(C)N1C(=O)CC(Nc2cccc3cccc(N)c23)C1=O (stereo unspecified)	96	96	/	98	96	-28	42	95	-2	100	103
CCOc1ccc(/C=N/n2cnnc2)cc1	97	97	/	98	101	3	17	98	-3	101	96
CCOC(=O)COc1ccc(/C=C2\NC(=S)N(CC)C2=O)cc1	101	101	13	99	102	-62	4	100	-1	100	105
Cc1cc(C)c(NC(=O)Cn2nnc(C(=O)NCc3ccco3)c2N)c(C)c1	93	96	3	97	95	-31	-2	96	-1	101	97
O=C(CSc1nnc(NC(=O)CN2CCOCC2)s1)Nc1ccccc1	98	96	-3	96	101	-13	17	100	0	96	99
CCOC(=O)c1cnn(-c2ncnc3sc(CC)cc23)c1N	103	99	/	98	103	1	2	101	-24	101	108
CSc1nc(C2CC2)cc(-c2cccs2)c1C#N	94	93	/	92	91	9	-6	94	-4	103	92
CC(=O)/C(=C/N(C)C)Sc1ccc(C)cc1	103	99	/	101	104	-46	10	100	0	101	103
CC(=O)Nc1ccc(S(=O)(=O)Nc2nc3ccccc3nc2N2CCCCCC2)cc1	101	102	5	99	101	6	-3	99	0	98	101
CC(C(=O)NCC1CCCCC1)N1CCN(S(=O)(=O)/C=C/c2ccccc2)CC1 (stereo unspecified)	98	102	-10	97	99	-15	5	100	-5	105	102
O=C(NC(=S)Nc1ccccc1N1CCCC1)c1cccc(F)c1	95	99	-8	98	96	-22	20	96	-2	101	98
O=C(CSc1ccc(-c2cccc([N+](=O)[O-])c2)nn1)N1CCCC1	100	105	/	97	102	-15	5	94	2	98	99
CC1(C(=O)O)CCC(C(=O)Nc2ccc3ccccc3c2)C1(C)C (stereo unspecified)	99	100	15	99	101	-24	4	97	1	101	102
CSCC[C@H](Nc1ncnc2sc(C)c(C)c12)C(=O)O	96	96	/	95	97	-7	2	96	-6	103	100
CC1(C)Cc2ccccc2C(CSc2ccccc2C(=O)O)=N1	97	100	19	96	95	-25	10	96	6	102	102
CN(c1ccc(OCC(=O)OCC(=O)Nc2ccc(Br)cc2)cc1)S(=O)(=O)c1cccs1	92	89	27	92	90	-43	-16	92	-3	106	93
Clc1ncc(CN2CCN(Cc3ccccc3)CC2)s1	98	96	/	97	99	11	24	97	-1	99	96
Cc1cccc(C)c1NC(=O)C1CC(=O)N(C(C)C)C1 (stereo unspecified)	105	100	-1	105	107	-47	-15	102	0	102	104
CCCNC(=O)Cc1cc(=O)[nH]c(=O)[nH]1	?	?	/	?	?	-3	-1	?	2	98	?
O=C(c1ccc(Cl)cc1)c1cnc(-c2ccc(Cl)cc2)s1	101	98	-25	100	105	7	-5	98	-1	102	99
CCCCNC(=O)OCCNC(=O)Oc1cccc(C)c1	100	98	/	102	106	0	14	101	-7	101	105

Reprinted from the listing (two entries):
SMILES	HRas wt GTP bind	Rab7 wt GTP bind	Pf gametocyte	Rab2A wt mod	Cdc42 wt GTP	Mcl1-Bid inh	Mcl1-Noxa inh	Rac1 mut GTP	Mcl-1 Bim block	RGS8-Gao reg	Rac1 wt GTP bind
CC(=O)Nc1ccc(S(=O)(=O)Nc2nc3ccccc3nc2N2CCCCCC2)cc1	101	102	5	99	101	6	-3	99	0	98	101
CC(C(=O)NCC1CCCCC1)N1CCN(S(=O)(=O)/C=C/c2ccccc2)CC1 (stereo unspecified)	98	102	-10	97	99	-15	5	100	-5	105	102

Screening data (PubChem)
